# T cell modulator = modulates CD8 T cell binding to vesicles; 2C CD8+ T cell-vesicle binding, flow cytometry; stronger effect = lower value; calls only at 7 µM; 330,000 compounds, 0.068% hits;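 active = response, share of CD8 T cells binding vesicles, and their 90th percentile fluorescence all below set limits, cut at about 80% in these data, passing the limit was not always enough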
#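 Material: murine 2C transgenic CD8+ T lymphocytes / Also added: QL9-peptide-loaded Drosophila micro-vesicles bearing Ld, ICAM-1 and B7-1 / Schedule: binding step 1.5 h, 37 °C, antibody labelling 20 min, ice / Signal: flow cytometry, PE anti-B7-1 (FL2) versus Alexa647 anti-CD8 (FL8), PFA-fixed / Evaluation: percent CD8+ FL2 mean versus row control / Benchmarks: naked versus QL9-loaded vesicles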
# TNAP activation fold = human TNAP enzyme activators, primary screen, biochemical, luminescent, no phosphate acceptor, uHTS (AID 1001). 200,000 compounds, 0.03% hits. purified TNAP, luminescent activation assay, no phosphate acceptor; higher activation fold means a stronger effect. one-dose activation fold at 20 µM; EC50 in µM for titrated hits; in the data active = activation fold from about 3, or a potency from the dose series; inactive = the rest, 99 in 100 with activation fold below about 1.6; note: many of its hits are not listed in these tables
# MgcRacGAP inhibition = MgcRacGAP GTPase-activating activity inhibitors, confirmation, biochemical, ADP Hunter fluorescence. AID 624330. one-dose inhibition, % at 30 µM; IC50 in µM for titrated hits. 340,000 compounds, 0.6% hits. MgcRacGAP-stimulated Rac1 GTP hydrolysis, ADP Hunter fluorescence; higher % means a stronger effect; GST-tagged Rac1 F28L mutant substrate;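 active = first-screen hits whose inhibition reached a set limit at any dose in the follow-up dose series; inconclusive = inhibition above the set first-screen limit but never retested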;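 note: fluorescence reports GDP produced by GAP-driven GTP hydrolysis; strong numbers were not always called active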
# UTI89 phage lysis = inhibition of K1F phage lysis, E. coli UTI89, bacterial capsule biogenesis inhibitors, alamar blue (AID 488966); E. coli UTI89 K1F phage lysis, alamar blue, 2 h; higher % means a stronger effect; one-dose inhibition, % at 100 µM; IC50 in µM for titrated hits; 340,000 compounds, 0.02% hits;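 active = phage lysis inhibition, versus mean bacterial control, above a set limit; inconclusive = no clear call, values can overlap the other calls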;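 note: capsule biogenesis inhibitors block K1F phage lysis so surviving cells raise fluorescence; higher fluorescence means more inhibition of phage lysis; actives were called in the ten point dose series up to 300 µM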
# Myeloid diff MLP = compounds promoting myeloid differentiation; ER-HoxA9 myeloid progenitors, lysozyme-GFP differentiation, flow cytometry; calls only at 10 µM; 360,000 compounds, 1% hits; AID 624256;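 active = normalized GFP-positive differentiation at or above the plate's own cutoff, the solvent-only control mean plus 3 SD; inconclusive = no clear call, values can overlap the other calls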;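 note: cells exposed to compound for four days before flow analysis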
# PhoP inhibition = inhibitors of PhoP regulon expression, primary screen, Salmonella Typhimurium, GFP reporter (AID 1863); S. Typhimurium PhoP-regulated promoter GFP reporter, 4 h; higher % means a stronger effect; inhibition, % at 50 µM; hits with a dose series show IC50 in µM; 300,000 compounds, 0.16% hits;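 active = inhibition over 29.93%, a cutoff 3 SD above the screen mean, later confirmed by dose response; inconclusive = inhibition over 29.93% but no dose response follow-up; inactive = inhibition at most 29.93% or unconfirmed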;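 note: 0% = low Mg2+ inducing control and 100% = high Mg2+ repressing control; strong numbers were not always called active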
# Large T inhibition = TAg ATPase/helicase activity blockers – biochemical (AID 1903) | 310,000 compounds, 0.39% hits | inhibition, % at 20 µM; hits with a dose series show IC50 in µM | SV40 large T antigen ATPase/helicase inhibition assay; higher % means a stronger effect; in the data active = a potency from the dose series; inconclusive = inhibition mostly from about 32% at the one dose, without a potency; inactive = the rest, 99 in 100 with inhibition below about 32%; note: strong numbers were not always called active
# NTR1 agonist = NTR1-driven beta-arrestin-GFP spot formation – imaging, U2OS cells, high content, primary screen (AID 493036); agonist mode; activation, % at 20 µM; 330,000 compounds, 0.17% hits;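 active = activation at or above 40% of the spot to cytoplasm intensity ratio, with at least 20 cells analyzed; inconclusive = wells under 20 cells, flagged as cytotoxic or low count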;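 note: 0% = DMSO without peptide and 100% = 100 nM NTR1 peptide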
# Target sequence (P30989 whole entry, looked up): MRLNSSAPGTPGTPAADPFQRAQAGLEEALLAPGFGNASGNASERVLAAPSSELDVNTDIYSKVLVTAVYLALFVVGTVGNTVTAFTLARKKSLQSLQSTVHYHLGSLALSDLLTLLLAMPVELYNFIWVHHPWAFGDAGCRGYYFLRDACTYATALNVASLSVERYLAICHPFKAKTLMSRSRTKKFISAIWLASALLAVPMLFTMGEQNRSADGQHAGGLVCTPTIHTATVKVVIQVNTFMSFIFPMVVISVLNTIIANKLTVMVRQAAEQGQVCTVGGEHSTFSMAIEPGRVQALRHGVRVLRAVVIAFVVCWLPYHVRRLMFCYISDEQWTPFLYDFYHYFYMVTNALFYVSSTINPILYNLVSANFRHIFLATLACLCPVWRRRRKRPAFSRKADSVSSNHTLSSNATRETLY
# RSV CPE inhibition = inhibition of RSV-induced cytopathic effect – HEp-2 cells, primary 10 µM value included (AID 2391) | HEp-2 cells, RSV-induced CPE inhibition; higher % means a stronger effect | CPE inhibition, % at 10 µM, or IC50 in µM where a hit was titrated | 310,000 compounds, 0.13% hits; in the data active = a potency from the dose series; inconclusive = CPE inhibition mostly from about 23% at the one dose, without a potency; inactive = the rest, 99 in 100 with CPE inhibition below about 21%; note: strong numbers were not always called active
# T cell modulator vesicle-bound % = recorded beside T cell modulator, whose call it bears; double positive events, %; measured here: CD8+ vesicle-bound cell fraction;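 binding gate set so that unloaded-vesicle control wells show 10% double positive cells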
# NTR1 agonist cell count 20 µM = second read-out of NTR1 agonist, no call of its own (marks repeat the call); cell count; measured here: cell count, cytotoxicity flag
# Myeloid diff MLP GFP+ MAC1+ % = also measured in Myeloid diff MLP; calls as there; GFP+ MAC1+ double positive, %; measured here: differentiation confirmed by MAC1 staining
# * hit, by the source's call; i = inactive; ? = inconclusive; · = no result given; + = active, no number; [ ] = another dose, or the depositor's remark. An unsorted share of the library. Share with any hit: about 2.3%.
SMILES,T cell modulator,T cell modulator vesicle-bound %,TNAP activation fold,MgcRacGAP inhibition,UTI89 phage lysis,Myeloid diff MLP,Myeloid diff MLP GFP+ MAC1+ %,PhoP inhibition,Large T inhibition,NTR1 agonist,NTR1 agonist cell count 20 µM,RSV CPE inhibition
Cc1ccc(N/C=C2\C(=O)N(c3ccc(F)cc3F)C(c3cccnc3)S2(=O)=O)cc1 (centres undefined),i,9,·,8%,-0.4%,i,0.4,2%,-2%,0.6,68,·
CC(NCC(=O)Nc1ccccc1C(=O)NC1CC1)c1cccc(C(F)(F)F)c1 (centres undefined),i,5,·,0%,-0.6%,i,1.0,·,·,3.5,66,1.1%
Cc1ccc(-c2nc(NC(=O)CSc3cc(C)c4ccccc4n3)ns2)cc1,i,60,1,-12%,2.7%,i,2.9,6%,8%,6.7,68,0.3%
C[C@H](NC(=O)[C@H]1N2C(=O)c3ccccc3C2SC1(C)C)C(=O)N1CCC[C@H]1CO (some centres undefined),i,53,·,-4%,0.4%,i,2.9,·,·,2.5,88,1.6%
CC(=O)Nc1ccc(N/C=C/C(=O)c2ccc(C)o2)cc1,i,26,1,7%,0.8%,i,6.7,-3%,22%,-0.6,50,0.1%
CSc1cc(C)c(OCC(=O)Nc2ccc(NC(C)=O)cc2)c(C)c1,i,28,1,7%,0.0%,i,0.6,1%,3%,-0.2,49,0.2%
CC1CCCN(C(=S)SCC(=O)O)C1 (centres undefined),i,32,1.2,1%,-2.2%,i,0.5,-3%,8%,0.2,62,1.5%
CNC(=O)Nc1ccc(Cn2cc(C(F)(F)F)ccc2=O)cc1,i,64,1.1,-1%,-0.9%,i,0.3,-5%,8%,-0.8,40,1.8%
CN(C(=O)CN1CCN(c2ccccc2F)CC1)C1CCCc2ccccc21 (centres undefined),i,29,·,11%,0.2%,i,3.6,-2%,7%,4.4,40,8.8%
CC(=O)N1CCN(CCN2C(C)=CC(=C(C#N)C#N)C=C2C)CC1,i,42,1.1,4%,0.1%,i,0.5,-5%,4%,0.2,60,1.7%
CNC(=O)COc1ccc(Nc2nnc(C)c3ccccc23)cc1,i,31,·,·,·,i,0.3,-2%,5%,-1.0,59,·
CC(C)Cn1c(N)c(C(=O)COC(=O)c2nccnc2N)c(=O)n(C)c1=O,i,4,·,3%,0.6%[50 µM],i,0.8,·,·,4.2,71,0.5%
CCN(CC)CCn1c(NS(=O)(=O)c2ccc(Cl)cc2)nc2ccccc21,i,64,·,5%,0.1%,i,1.0,9%,7%,-0.7,90,1.6%
Cc1csc(-c2cccnc2)n1,i,55,1.1,6%,0.6%[50 µM],i,1.8,-3%,2%,-0.1,57,0.8%
O=C(CN1C(=O)NC2(CCc3ccccc3C2)C1=O)Nc1ccc(Cl)cc1F (centres undefined),i,50,1.1,8%,1.6%[50 µM],i,0.4,3%,14%,-1.7,77,1.3%
CC(=O)Nc1ccc(S(=O)(=O)Nc2cccc(NC(=O)c3ccco3)c2)cc1,i,27,1.1,4%,-1.1%,i,0.4,-8%,-1%,1.4,48,0.9%
CC(=O)c1ccc(OCc2cc(C(=O)NC(C)Cc3ccccn3)no2)cc1 (centres undefined),i,17,·,9%,5.5%,i,8.0,1%,·,-0.3,63,1.5%
CCOc1ccc(Oc2ccc(S(=O)(=O)N3CCOCC3)cc2NC(=O)C2=COCCO2)cc1,i,44,·,4%,0.5%[50 µM],i,0.8,3%,13%,3.2,67,3.2%
Cc1cccc(NC(=O)CN(C)S(=O)(=O)c2cccc3nsnc23)c1C,i,6,1.1,2%,0.0%,i,0.8,-4%,3%,2.7,85,5.3%
O=C(O)CC(Cc1ccc(Br)cc1)C(=O)O (centres undefined),i,8,1.1,5%,0.4%,i,0.3,4%,9%,-1.5,50,0.4%
O=C(COC(=O)c1ccc(S(=O)(=O)N2CCCC2)cc1)NCc1cccs1,i,53,1.1,1%,-1.8%,i,0.2,10%,13%,14,13,-0.7%
CCOc1c(C)cc(S(=O)(=O)NCc2ccccn2)c(C)c1C,i,53,·,11%,1.8%,i,0.6,6%,0%,-0.2,70,0.3%
CCCCCC(=O)NNC(=S)NC(C)=O,i,34,1.7,-1%,0.8%,i,0.2,7%,8%,-0.5,50,2.3%
CCOc1ccccc1NS(=O)(=O)c1c(C)[nH]c(C)c1C(=O)N1CCCCC1,i,60,·,10%,0.6%,i,0.9,4%,3%,-0.2,63,2.4%
CCOC(=O)c1cc(-c2ccccc2)sc1NC(=S)Nc1cc(C)ccn1,i,17,1.1,15%,0.6%,+,3.7*,-25%,11%,16,48,4.3%

# The list goes on, starting with the last two of the part before.
SMILES,T cell modulator,T cell modulator vesicle-bound %,TNAP activation fold,MgcRacGAP inhibition,UTI89 phage lysis,Myeloid diff MLP,Myeloid diff MLP GFP+ MAC1+ %,PhoP inhibition,Large T inhibition,NTR1 agonist,NTR1 agonist cell count 20 µM,RSV CPE inhibition
CCOc1ccccc1NS(=O)(=O)c1c(C)[nH]c(C)c1C(=O)N1CCCCC1,i,60,·,10%,0.6%,i,0.9,4%,3%,-0.2,63,2.4%
CCOC(=O)c1cc(-c2ccccc2)sc1NC(=S)Nc1cc(C)ccn1,i,17,1.1,15%,0.6%,+,3.7*,-25%,11%,16,48,4.3%
CC(CNC1CCCCC1)OC(=O)c1ccccc1 (centres undefined),i,18,·,6%,1.4%,i,0.8,-1%,15%,-1.5,58,2.1%
CCOC(=O)c1csc(-c2ccc([N+](=O)[O-])cc2)n1,i,45,1,-4%,0.4%,i,0.1,6%,4%,0.5,65,1.4%
CC(C)=N/N=C1/NC(=O)C(CC(=O)Nc2cc(Cl)ccc2C)S1 (centres undefined),i,22,1.1,6%,1.3%[50 µM],i,0.2,-3%,8%,-0.5,47,1.3%
Cc1ccc(Nc2nc(-c3c(C)nc4ncccn34)cs2)cc1,i,21,1,11%,14%,·,·,-11%,17%,6.7,63,0.6%
Cc1c(CCC(=O)NCCCN2CCCC2=O)c(=O)oc2cc(O)ccc12,i,10,·,16%,2.2%,i,3.0,7%,18%,-2.7,77,·
Cc1cccc2c(=O)c(C(=O)NCCCN3CCOCC3)c[nH]c12,i,45,1.1,10%,1.9%[50 µM],i,0.5,1%,13%,0.0,51,-1.2%
CC(=O)COc1cc(C)cc2oc(=O)cc(-c3ccccc3)c12,i,57,1.1,-25%,-0.2%,i,0.3,-5%,9%,5.2,78,2.4%
O=C1OC(CCl)CN1Cc1ccc([N+](=O)[O-])cc1 (centres undefined),i,54,·,7%,15%,i,0.6,·,11%,2.0,60,0.8%
OC(COc1ccc(-c2ccccc2)cc1)CN1CCOCC1 (centres undefined),i,35,1.1,·,·,·,·,-9%,8%,0.8,34,-1.1%
C=CCNc1nc(C(=O)OCC(=O)c2ccc(OC)cc2OC)cs1,i,30,·,5%,1.8%[50 µM],i,0.8,-1%,11%,1.3,64,-2.6%
Cn1c(CC(=O)Nc2ccc(F)cc2)c(Sc2ccccc2)c2ccccc21,i,61,1,0%,0.2%,i,0.1,4%,2%,0.5,76,3.6%
COc1ccccc1OCCCOc1ccc(C)cc1Br,i,32,1.1,6%,6.0%,i,0.4,16%,5%,5.3,46,1.4%
Cc1nc2ccccn2c1C(=O)/C=C/c1ccc(F)cc1,i,44,1,9%,0.1%,i,3.0,1%,19%,4.1,45,18%
CCOc1cc(Cl)c(NC(=O)CC)cc1OCC,i,27,1,1%,2.2%,i,1.4,-1%,13%,-0.2,80,2.0%
CC(C)[C@@H]1N[C@]2(C(=O)Nc3ccccc32)[C@@H]2C(=O)N(c3cccc(C(F)(F)F)c3)C(=O)[C@@H]21,i,43,1.1,3%,0.2%,i,0.9,-3%,11%,-0.6,85,2.2%
CC(C)N1CC(O)=C(c2nc3ccccc3c(=O)[nH]2)C1=N,i,1,0.9,5%,0.1%,i,0.8,-5%,7%,-0.5,64,1.4%
COC(=O)c1ccc([N+](=O)[O-])c(CS(=O)(=O)c2ccc(Cl)cc2)c1,i,57,·,6%,-0.1%,i,0.3,4%,18%,0.1,93,-2.0%
CCn1c2ccccc2c2cc(NC(=O)CN3CCCC3)ccc21,i,50,·,6%,-0.1%,i,1.8,-2%,4%,2.6,47,3.0%
NC(=O)c1cc(S(=O)(=O)N2CC=C(c3ccccc3)CC2)cs1,i,18,·,8%,0.2%,?,·,-1%,·,0.5,58,21%
O=C(CCC1CCCCC1)Nc1c2c(nn1-c1ccc(F)cc1)CS(=O)(=O)C2,i,19,1.1,7%,3.8%,i,5.5,-3%,4%,1.1,59,-0.9%
COc1ccc(S(=O)(=O)N2CCN(C(=O)c3c(C)nn(-c4ccccc4)c3C)CC2)cc1,i,24,·,4%,0.9%[50 µM],i,1.5,·,·,-1.0,61,1.2%
O=C(Nc1ccc(F)cc1F)c1cc(-c2ccc3c(c2)OCO3)on1,i,24,·,7%,-0.1%,i,0.4,-4%,6%,-2.4,33,2.0%
O=C(c1cccc(Br)c1)N1CCN(S(=O)(=O)N2CCCCCC2)CC1,i,41,·,6%,0.1%,i,2.3,4%,5%,-0.6,51,5.3%
CCOC(=O)/C=C/C(=O)Nc1ccc(-c2nnc3n2CCCCC3)cc1,i,55,·,4%,0.1%,i,0.4,6%,10%,-2.1,84,-1.0%
CCOc1ccc(NC(=O)NCC2CCN(Cc3ccc(F)cc3)CC2)cc1,i,49,·,7%,0.1%,i,0.2,0%,22%,-0.9,76,-1.0%
CCN(CC)S(=O)(=O)N1CCC(C(=O)NCCN2CCOCC2)CC1,i,0,1,5%,6.0%,i,1.0,13%,6%,-0.1,80,0.3%
Cc1cc(OCCCC(=O)NCCc2nnc3ccccn23)ccc1Cl,i,24,·,-3%,0.1%[50 µM],i,0.6,·,·,-2.1,69,·
COc1ccc(-c2oc3ccccc3c(=O)c2OC(=O)c2ccc(C)cc2)cc1,i,12,1,0%,1.7%,i,1.5,-3%,-3%,4.2,56,3.1%
CCCC(=O)NC(=S)Nc1cccc(-c2nc3ncccc3o2)c1,i,65,1,-1%,-2.7%,i,0.1,-11%,7%,-0.3,35,0.5%
CC(C)COc1ccc(N)cc1OCC(C)C,i,61,1.1,55µM*,0.3%,i,0.5,4%,1%,1.4,88,-0.9%

# Assay outcomes deposited in PubChem BioAssay by several laboratories.
